Screening data: PubChem, National Center for Advancing Translational Sciences (NCATS)
NPSR antag: blocks cAMP signaling of the human neuropeptide S receptor; CHO-NPSR cells, cAMP TR-FRET, antagonist mode; Q6W5P4; hit rate 1% among 220,000; Potency, µM (top dose mostly 38.3 µM), inactives show at the top dose activity change, negative = inhibition, usual class: inhibitors; further: potency means the concentration at half of the fitted maximal effect; on the % scale 0 is the no-effect control and ±100 the full control effect; nearly all actives have a fitted effect of over 50% in size; many of its hits are not listed in these tables
Target sequence (Q6W5P4 whole entry, looked up): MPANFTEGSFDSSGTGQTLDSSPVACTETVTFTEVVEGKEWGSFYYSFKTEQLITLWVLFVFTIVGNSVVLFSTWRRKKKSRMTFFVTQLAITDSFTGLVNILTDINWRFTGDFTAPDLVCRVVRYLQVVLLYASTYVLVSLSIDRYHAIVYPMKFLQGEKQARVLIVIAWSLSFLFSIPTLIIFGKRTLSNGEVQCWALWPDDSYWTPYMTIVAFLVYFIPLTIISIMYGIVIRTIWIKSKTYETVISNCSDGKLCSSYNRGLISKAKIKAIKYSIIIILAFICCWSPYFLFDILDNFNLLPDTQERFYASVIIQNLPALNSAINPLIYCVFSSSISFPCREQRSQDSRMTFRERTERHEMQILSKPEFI
Luc counter: Kinase-Glo luciferase inhibition (counter-screen) | Q27757 | Kinase-Glo luciferase, ATP luminescence, 8 min | Potency, µM (top dose mostly 38.3 µM), inactives show at the top dose activity change, negative = inhibition, usual class: inhibitors | hit rate 0.28% among 200,000 | AID 1379; further: potency means the concentration at half of the fitted maximal effect; on the % scale 0 is the no-effect control and ±100 the full control effect; nearly all actives have a fitted effect of over 60% in size
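Inhibition of Kinase-Glo luciferase light generation was assessed at 10 uM ATP in pH 7.2 imidazole buffer, with luminescence measured after eight minutes at ambient temperature.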
IMPase Li cell: IMPase inhibition in cells with lithium potentiation; CHO-M1 cells, IP1 TR-FRET (IP-One), carbachol + lithium; Potency, µM (highest dose often 59.4 µM), for the others: at the top dose activity, negative = IMPase inhibition, most hits filed as inhibitors; hit rate 0.35% among 210,000; AID 1457;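 further: IP1 builds up when IMPase is blocked and the TR-FRET signal falls; potency means the concentration at half of the fitted maximal effect; plate controls were basal vehicle for no effect and high inhibitor control for full effect; nearly all actives have a fitted effect of over 50% in size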
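Concentration–response in CHO-M1 cells, lithium-potentiated; 30 min at 37C. IP1 detected by competitive TR-FRET after 10 min lysis at RT. Hill-fitted AC50.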
Epigenetic derep: regulators of epigenetic silencing causing reporter derepression in mouse cells; AID 1865; Potency, µM (highest dose often 53.9 µM), inactives show top-dose GFP activation, usual class: activators; murine LDR cells, GFP reporter derepression, 30 h; hit rate 0.2% among 280,000; further: potency means the concentration at half of the fitted maximal effect; % of control where 0% means no effect; nearly all actives have a fitted effect of over 60% in size
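Murine LDR cells bearing a silenced CMV-driven GFP reporter were exposed to compound for 30 h at 37 C. After PBS washes, GFP-positive cells (20-120 um objects) counted by laser-scanning microplate cytometry.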
LMNA splice mod: changes lamin A minigene splicing in HeLa cells. hit rate 0.01% among 200,000. Potency, µM (doses to about 46.1 µM), inactives show top-dose ratio change, negative = inhibition, usual class: inhibitors. AID 1487. HeLa LMNA splicing GFP/RFP minigene ratio, 48 h; active means well fitted inhibition curve with a large enough effect in the signal ratio, with a control signal flat, not every such curve was filed as active; inconclusive means small, poorly fitted or top-dose-only effect, or effect the other way, or a change in a side signal; the % refers to the signal ratio; further: potency means the concentration at half of the fitted maximal effect; on the % scale 0 is the no-effect control and ±100 the full control effect
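S3 HeLa stable clones carrying a lamin A-EGFP splicing minigene plus DsRed2 were seeded at 600 cells/well in Opti-MEM with 2% FBS, pin-dosed and incubated 48 h at 37°C. Acumen cytometry (488 nm) gave the GFP/RFP total-intensity ratio.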
CBFb-RUNX1 inh: CBF-beta/RUNX1 interaction disruption. Q01196+Q13951. AlphaScreen CBFb-His/RUNX1-biotin binding, biochemical. Potency, µM (series often up to 59.8 µM), for the others: at the top dose activity, negative = inhibition, actives largely listed as inhibitors. 230,000 tested, under 10 active. AID 1477; further: % of control where 0% means no effect
Target sequence (Q01196 whole entry, looked up): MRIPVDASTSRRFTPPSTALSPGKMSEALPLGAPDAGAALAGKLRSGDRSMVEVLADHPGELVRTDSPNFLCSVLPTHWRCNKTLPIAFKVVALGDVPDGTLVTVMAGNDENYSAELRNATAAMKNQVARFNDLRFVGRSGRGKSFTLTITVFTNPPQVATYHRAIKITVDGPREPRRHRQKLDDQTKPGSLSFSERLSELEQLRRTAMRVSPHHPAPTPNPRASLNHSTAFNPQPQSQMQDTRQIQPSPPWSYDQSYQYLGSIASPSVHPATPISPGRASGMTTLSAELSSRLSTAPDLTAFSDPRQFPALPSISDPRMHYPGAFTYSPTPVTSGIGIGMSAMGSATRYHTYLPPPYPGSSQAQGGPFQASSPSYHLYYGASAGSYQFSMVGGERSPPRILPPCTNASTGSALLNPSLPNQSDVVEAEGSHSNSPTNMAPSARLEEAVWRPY
Target sequence (Q13951 whole entry, looked up): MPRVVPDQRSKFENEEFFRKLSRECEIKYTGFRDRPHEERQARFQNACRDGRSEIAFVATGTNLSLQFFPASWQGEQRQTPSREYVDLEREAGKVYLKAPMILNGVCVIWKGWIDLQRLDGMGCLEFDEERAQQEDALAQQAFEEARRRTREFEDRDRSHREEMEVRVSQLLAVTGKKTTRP
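AlphaScreen binding: CBFb-His and RUNX1-biotin (30 nM each) preincubated 20 min, compound added for 15 min, then nickel and streptavidin beads for 90 min, all at room temperature. Disruption of the interaction by any mechanism counts as activity.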
aGal spleen mod: inhibitors or activators of human alpha-galactosidase in spleen homogenate; P06280; human spleen homogenate, 4MU-alpha-Gal fluorescence, 40 min; Potency, µM (highest dose often 80 µM), without a hit: at the top dose activity change, negative = inhibition, actives largely listed as inhibitors; hit rate 0.008% among 240,000; AID 2107;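 further: potency means the concentration at half of the fitted maximal effect; 0% = enzyme with vehicle and -100% = no enzyme basal signal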
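Human spleen homogenate (1 ug) as enzyme source, 4-methylumbelliferyl-alpha-D-galactopyranoside 1 mM final, citrate/phosphate pH 5.0 with 0.01% Tween-20. Compounds 40 min at 37C, NaOH/glycine stop; fluorescence Ex 365/Em 440, Hill-fit AC50.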
* marks the source's active call; other numbers are inactive results; ? = inconclusive; nt = not tested or not shown; & = joins results of further samples; [ ] = dose if it differs, or a comment. Unless noted, the call rests on the fitted dose curve; in most records, active means well fitted curve in the direction sought with a large enough effect; inconclusive means small, poorly fitted or top-dose-only effect, or another doubt; inactive means no such curve, though single readings can be large; an effect the other way counts as inactive or inconclusive.

SMILES | NPSR antag | Luc counter | IMPase Li cell | Epigenetic derep | LMNA splice mod | CBFb-RUNX1 inh | aGal spleen mod
O=S(=O)(c1ccccc1)N1CCN(C(=S)NCc2ccccc2)CC1 | -33% | 0% | -5% | -0.6% | nt | 15% | 5%
Cc1cc(N(C)Cc2ccccc2)nc(-c2ccccc2)n1 | -19%[46.1 µM] | 1% | 34%[activator][38.3 µM] | 2.4% | -25% | 24% | 9%
COc1ccccc1-c1noc(CCC(=O)Nc2cccc(C)c2)n1 | -5%[46.1 µM] | 3% | -9%[38.3 µM] | -0.3% | -6% | 1% | 2%
CC(=O)OCCN1C(=O)c2cccnc2C1=O | -2%[46.1 µM] | 2% | 17%[38.3 µM] | -1.1% | 9% | ? | 1%
CCOC(=O)C(=CN=C(N)Nc1nc2ccccc2o1)C(=O)OCC | 11% | 2% | -9% | 0.0% | ? | -16% | -2%
COCCn1cc(C(=O)NCc2cccs2)c2c3ccccc3n(C)c2c1=O | -12%[46.1 µM] | 0% | -7%[38.3 µM] | -1.1% | 7% | 0% | 1%
O=C(NCc1cccnc1)c1ccc(COc2ccc3c(c2)CCC3)o1 | -5%[46.1 µM] | 1% | 36%[38.3 µM] | -1.6% | ? | ? | 10%
c1csc(CNc2nc(-c3ccoc3)nc3ccccc23)c1 | nt | nt | 3% | nt | ? | nt | 1%
CCOc1ccc(NC(=S)NNC(=O)c2ccc(Br)cc2)cc1 | 0% | 2% | 3% | -0.5% | nt | -1% | -1%
O=C(O)c1cc(NC(=O)c2ccc(Cl)c([N+](=O)[O-])c2)cc(C(=O)O)c1 | 25% | 12% | 7% | 0.0% | nt | -14% | -17%
c1ccc(Cc2nnc3sc(-c4ccncc4)nn23)cc1 | -8%[46.1 µM] | 2% | 15%[38.3 µM] | -11% | -1% | 5% | 8%
N#Cc1c(N)n(CCNC(=O)c2ccccc2)c2nc3ccccc3nc12 | -1% | 2% | -13% | -2.6% | 9% | 0% | 3%
O=[N+]([O-])c1ccc(N2CCSCC2)cc1 | -9% | -10% | 18% | -1.0% | -9%[9.22 µM] | 17% | 0%
On1onc2c3cc(-c4ccccc4)nc3ccc21 | 13µM* | 1% | 40%[activator][38.3 µM] | 16µM* | ? | -20% | -2%
O=C(NCCCn1ccnc1)C1c2ccccc2Oc2ccccc21 | -7%[46.1 µM] | -1% | 62%[activator][38.3 µM] | -1.0% | 1% | 2% | 7%

The last 6 compounds of the part above open the next one:
SMILES | NPSR antag | Luc counter | IMPase Li cell | Epigenetic derep | LMNA splice mod | CBFb-RUNX1 inh | aGal spleen mod
O=C(O)c1cc(NC(=O)c2ccc(Cl)c([N+](=O)[O-])c2)cc(C(=O)O)c1 | 25% | 12% | 7% | 0.0% | nt | -14% | -17%
c1ccc(Cc2nnc3sc(-c4ccncc4)nn23)cc1 | -8%[46.1 µM] | 2% | 15%[38.3 µM] | -11% | -1% | 5% | 8%
N#Cc1c(N)n(CCNC(=O)c2ccccc2)c2nc3ccccc3nc12 | -1% | 2% | -13% | -2.6% | 9% | 0% | 3%
O=[N+]([O-])c1ccc(N2CCSCC2)cc1 | -9% | -10% | 18% | -1.0% | -9%[9.22 µM] | 17% | 0%
On1onc2c3cc(-c4ccccc4)nc3ccc21 | 13µM* | 1% | 40%[activator][38.3 µM] | 16µM* | ? | -20% | -2%
O=C(NCCCn1ccnc1)C1c2ccccc2Oc2ccccc21 | -7%[46.1 µM] | -1% | 62%[activator][38.3 µM] | -1.0% | 1% | 2% | 7%
CCCC(=O)N(c1ccc2oc(=O)sc2c1)S(=O)(=O)c1ccccc1 | -13%[46.1 µM] | 0% | 1%[38.3 µM] | 0.0% | ? | ? | 4%
CC(C)N(C)CCOC(=O)/C=C/c1ccccc1 | 9% | 1% | -2% | -1.3% | -5% | 8% | 4%
COc1cccc(-c2cc(C(F)(F)F)n3ncc(C(=O)NCC4CCCO4)c3n2)c1 (centres undefined) | ? | 0% | 2%[38.3 µM] | 0.4% | 3% | -4% | -5%
CN(Cc1ccccc1)S(=O)(=O)c1ccc(Cl)c(C(=O)NCc2ccc3c(c2)OCO3)c1 | 0% | 0% | 7% | 2.6% | -17% | -7% | 8%
Cc1cc(C)cc(C(=O)OCC(=O)NCc2cccs2)c1 | 5% | 1% | 0% | -0.9% | 8% | -2% | 9%
O=C(c1cc2ccccc2oc1=O)N1CCN(CCc2ccccc2)CC1 | -1%[46.1 µM] | 4% | 20%[38.3 µM] | 0.0% | -3% | 0% | -9%
O=C(N/N=C/c1coc2ccccc2c1=O)c1ccccc1Br | 3% | -2% | -9% | -0.9% | -3% | 3% | 5%
Cc1ccn2c(=O)nc(SCc3cccc(C(F)(F)F)c3)nc2c1 | -26% | 7% | -6% | 4.8% | nt | 1% | 11%
CC(C)c1ccc(S(=O)(=O)/N=C2/C=C(Sc3ncn[nH]3)C(=O)c3ccccc32)cc1 | 10µM* | -8% | 46%[activator] | -1.0% | ? | -4% | 5%
O=C(O)Cc1ccc(NC(=O)c2cccc(NC(=O)c3ccco3)c2)cc1 | -12% | nt | -3% | -0.1% | nt | 18% | -7%
CC(NC(=O)C1CC12CCC2)c1ccccc1 (centres undefined) | 12% | 2% | 3% | -1.4% | ? | 6% | 0%
CC(C)CC(=O)Nc1ccc(-c2nc3ccccc3c(=O)o2)cc1 | -7% | -8% | ? | 1.8% | 2% | -7% | -3%
CC1(C(=O)OCC(=O)NC(=O)NCc2ccccc2)CC1(Cl)Cl (centres undefined) | -9% | -1% | 12% | 3.5% | -2%[46 µM] | 6% | 7%
CCC(C)NC(=O)c1ccccc1NC(=O)c1ccc(CSc2ccccc2)cc1 (centres undefined) | ? | 2% | 4% | 1.3% | 6% | 4% | -15%
COc1ccc(CNC(=S)NC(C)CCc2ccccc2)cc1 (centres undefined) | -18% | 1% | 10% | -0.5% | -24%[46 µM] | 14% | -6%

A draw from above in order of SMILES length, largest number first:
SMILES | NPSR antag | Luc counter | IMPase Li cell | Epigenetic derep | LMNA splice mod | CBFb-RUNX1 inh | aGal spleen mod
CN(Cc1ccccc1)S(=O)(=O)c1ccc(Cl)c(C(=O)NCc2ccc3c(c2)OCO3)c1 | 0% | 0% | 7% | 2.6% | -17% | -7% | 8%
Cc1ccn2c(=O)nc(SCc3cccc(C(F)(F)F)c3)nc2c1 | -26% | 7% | -6% | 4.8% | nt | 1% | 11%
O=C(N/N=C/c1coc2ccccc2c1=O)c1ccccc1Br | 3% | -2% | -9% | -0.9% | -3% | 3% | 5%
CC(C)N(C)CCOC(=O)/C=C/c1ccccc1 | 9% | 1% | -2% | -1.3% | -5% | 8% | 4%
CC(NC(=O)C1CC12CCC2)c1ccccc1 (centres undefined) | 12% | 2% | 3% | -1.4% | ? | 6% | 0%

(listing goes on)
SMILES | NPSR antag | Luc counter | IMPase Li cell | Epigenetic derep | LMNA splice mod | CBFb-RUNX1 inh | aGal spleen mod
COc1ccc(NC(=O)c2noc3c2CCC3)cc1 | -13%[46.1 µM] | ? | 30%[38.3 µM] | 2.1% | -4% | ? | 4%
CCCc1nc2ccccc2c(C(=O)OC(C)C(=O)NCc2ccc3c(c2)OCO3)c1CC (centres undefined) | -22% | 1% | 3% | -1.9% | ? | 3% | -3%
Cc1ccc(NC(=O)N(Cc2cccs2)Cc2cc3cc4c(cc3[nH]c2=O)OCO4)cc1 | -33% | 2% | 11% | -1.1% | -13% | 6% | 7%
O=c1n(-c2cccc(Cl)c2)c(=O)n2n1CCC2 | 7%[46.1 µM] | 5% | 16%[38.3 µM] | -1.0% | -13% | 10% | -20%
CCOc1cc(C)c(Cl)cc1S(=O)(=O)N1CCCC1 | -10%[46.1 µM] | 0% | 13%[38.3 µM] | 0.0% | 10% | 7% | 6%
O=C(NCCC1=CCCCC1)c1cnccn1 | -5%[46.1 µM] | -1% | 18%[38.3 µM] | -2.1% | 3% | 6% | 3%
CCCCNC(=O)c1cccc2c(=O)c(C)c(-c3ccccc3)oc12 | -1%[46.1 µM] | nt | nt | 0.1% | 4% | -1% | 2%
CC(C)CN(CCCNC(=O)CN1C(=O)COc2ccc(S(=O)(=O)N3CCCC3)cc21)CC(C)C | 5% | 0% | 7% | -3.6% | 10%[46 µM] | 5% | -19%
COc1ccc(NC(=O)C2CCCCN2N)cc1OC (centres undefined) | 1%[46.1 µM] | -6% | 3% | 0.0% | -3% | 11% | 8%
Cc1nc2cc(-n3ccc(=O)cc3)ccc2n1-c1ccccc1 | 1%[46.1 µM] | -1% | 18%[38.3 µM] | -3.0% | 1% | 5% | 2%
CC(O)COC(C)(C)C (centres undefined) | nt | nt | 5% | nt | nt | -1%[21.7 µM] | -3%
COc1ccc(C(CNC(=O)c2ccc(S(=O)(=O)N3CCCC3)cc2)N(C)C)cc1OC (centres undefined) | 13% | -2% | 7% | 0.0% | nt | 10% | 9%
Cc1cc(N2CCOCC2)ccc1/C=C1\NC(=O)N(Cc2ccccc2)C1=O | -7% | 0% | 28% | -1.2% | nt | 3% | -1%
C/C(=N/NC(=O)CN1CCN(Cc2ccccc2Cl)CC1)c1ccncc1 | 16% | 4% | -7% | -1.0% | -10% | 2% | 4%
O=C(CN(Cc1cccs1)S(=O)(=O)c1ccc(S(=O)(=O)NC2CCCCC2)cc1)Nc1ccccc1 | -36% | -2% | 13% | -1.1% | ? | 7% | -9%
COc1cccc(-c2cc(=O)[nH][nH]2)c1 | 12% | nt | -7% | -1.3% | nt | -24% | 1%
NC(N)=NC(=O)c1nc(Cl)c(N2CCCCCC2)nc1N | 26%[46.1 µM] | -3%&0% | 12%&5% | -0.2%&11% | ? | 2%&12% | 11%&-6%
CSc1ncccc1C(=O)OCC(=O)NC(C)(C)C | 5% | 3% | 7% | 7.2% | -2%[46 µM] | 11% | 5%

A portion of the library. The share of hits here may be higher or lower than overall.
